RGS4 block – human RGS4 inhibition | P49798 | HEK293 M3R/RGS4 inducible, Fluo-4 calcium flux; stronger effect = higher value; triggered by carbachol at its EC20 | B-score at 10 µM | 310,000 compounds, 0.45% hits | AID 463165;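 active means B-score, a plate-corrected calcium signal, over three deviations above library mean, with baseline fluorescence within five deviations of library mean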;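 further: RGS4 expression induced by doxycycline in cells with stable M3 receptor; B-score is computed from the integrated fluorescence ratio over baseline after carbachol; higher B-score means a larger calcium signal and so more RGS4 inhibition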
Target sequence (P49798 whole entry, looked up): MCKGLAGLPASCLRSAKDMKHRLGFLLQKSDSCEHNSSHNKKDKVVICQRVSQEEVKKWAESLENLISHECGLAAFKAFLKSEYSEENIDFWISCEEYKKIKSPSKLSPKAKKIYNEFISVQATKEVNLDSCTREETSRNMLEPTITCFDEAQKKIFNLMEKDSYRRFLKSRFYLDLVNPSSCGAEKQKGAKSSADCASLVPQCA
RGS4 act – potentiators or activators of RGS4; HEK293 M3R/inducible RGS4, carbachol calcium flux Fluo4; stronger effect = lower value; B-score at 10 µM; 310,000 compounds, 0.92% hits; AID 463111;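 active means B-score of the integrated calcium signal more than 4 SD below the library mean, with starting fluorescence not abnormally high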;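 further: negative B-score means reduced calcium response which marks RGS4 activation or potentiation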
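Material: Inducible-RGS4 HEK293 cells carrying M3 receptor; also added: carbachol at ECmax as muscarinic agonist stimulus; incubation: compound preincubation 20 min at room temperature before agonist; signal: Fluo4-AM (2 µM) calcium-flux fluorescence, kinetic read; measure: integrated calcium ratio converted to B score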
TMEM16A inh – inhibitors of mouse TMEM16A calcium-activated chloride channel; HEK293 TMEM16A/YFP iodide influx fluorescence, ionomycin; 310,000 compounds, 1.2% hits; normalized B-score (activity score, 25-100; higher = stronger inhibition) at 10 µM; AID 588511; Q8BHY3;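 active means ratio plate-corrected score three or more library SD toward inhibition, starting fluorescence score within five deviations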;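 further: score derived from kinetic fluorescence span divided by baseline fluorescence per well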
KCNK3 inh – human KCNK3 channel inhibition, primary screen; B-score at 10 µM; 340,000 compounds, 0.84% hits; AID 602410; CHO-KCNK3 thallium flux, FluxOR fluorescence; stronger effect = lower value; O14649;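 active means B-score under library mean minus 4 SD, starting fluorescence ratio at most library mean plus 5 SD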;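 further: more negative B-score means stronger inhibition of thallium flux through KCNK3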
KCNQ1 act – potentiates or activates the human KCNQ1 potassium channel; CHO-K1 KCNQ1, thallium flux FluxOR fluorescence; stronger effect = higher value; B-score at 10 µM; AID 2648; 310,000 compounds, 0.35% hits; P51787;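 active means fluorescence ratio B-score, a plate-corrected score, at least three library SD, with initial intensity B-score within 5 SD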
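assay system = KCNQ1-transfected CHO-K1 cells | medium = assay buffer with matched DMSO | probe or stimulus = depolarizing K+/Tl+ stimulus, K2SO4 and Tl2SO4 each 12.5 mM in 5x stock | dosing = single dose | incubation = dye 90 min, compound 20 min, room temperature | detection = kinetic FluxOR fluorescence, 10 s baseline plus 110 s post-stimulus | evaluation = ratio B score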
hERG protect – compounds protecting human hERG from proarrhythmic drug block; Q12809; CHO-hERG, FluxOR thallium flux, dofetilide IC70 present; activation (rescue from dofetilide block), less the hit threshold, % at 10 µM; 310,000 compounds, 0.51% hits; AID 1511;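 active means activation above the mean of controls blocked by dofetilide plus 5 SD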;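 further: thallium influx through hERG after potassium depolarization seen as dye fluorescence rise; in these data hits start at about 4.7%; inactives centre near -7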
KCNK9 inh – inhibitors of human KCNK9 two-pore domain potassium channel | Q9NPC2 | HEK293 KCNK9, FluxOR thallium flux fluorescence; stronger effect = lower value | B-score at 10 µM | 310,000 compounds, 1.2% hits;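 active means ratio B-score over 3 SD below the library mean, with starting fluorescence within 5 SD of its mean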;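 further: negative B-score means less thallium flux so channel inhibition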
Target sequence (Q9NPC2 whole entry, looked up, the tested form may be a part): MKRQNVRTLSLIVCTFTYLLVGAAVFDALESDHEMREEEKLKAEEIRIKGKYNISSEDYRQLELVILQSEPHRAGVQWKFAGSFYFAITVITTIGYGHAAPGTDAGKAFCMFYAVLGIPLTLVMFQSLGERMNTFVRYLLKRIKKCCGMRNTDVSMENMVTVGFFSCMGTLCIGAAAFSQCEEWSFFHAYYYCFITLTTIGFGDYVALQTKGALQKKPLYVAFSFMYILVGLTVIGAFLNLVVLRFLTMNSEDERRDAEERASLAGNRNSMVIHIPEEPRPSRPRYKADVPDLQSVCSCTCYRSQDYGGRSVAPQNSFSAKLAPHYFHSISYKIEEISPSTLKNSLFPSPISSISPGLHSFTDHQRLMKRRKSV
KCNQ1 inh – blocks the human KCNQ1 potassium channel; CHO-K1 KCNQ1, FluxOR thallium flux fluorescence; stronger effect = higher value; B-score at 10 µM; 310,000 compounds, 1.3% hits; AID 2642;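 active means compounds whose thallium flux B-score, printed positive for inhibition, exceeds three library SD while starting fluorescence stays within three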;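 further: channel opened by potassium depolarization with thallium stimulus after 20 min compound exposure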
MrgX1 ag – human MrgX1 receptor agonism, primary screen; MrgX1-HEK293 cells, Fluo-4 calcium fluorescence, agonist mode; stronger effect = higher value; 310,000 compounds, 0.44% hits; B-score at 10 µM;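 active means calcium response B-score plate-corrected fluorescence ratio at least 3 library SD, with starting fluorescence B-score inside 5 SD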
Target sequence (Q96LB2 whole entry, looked up): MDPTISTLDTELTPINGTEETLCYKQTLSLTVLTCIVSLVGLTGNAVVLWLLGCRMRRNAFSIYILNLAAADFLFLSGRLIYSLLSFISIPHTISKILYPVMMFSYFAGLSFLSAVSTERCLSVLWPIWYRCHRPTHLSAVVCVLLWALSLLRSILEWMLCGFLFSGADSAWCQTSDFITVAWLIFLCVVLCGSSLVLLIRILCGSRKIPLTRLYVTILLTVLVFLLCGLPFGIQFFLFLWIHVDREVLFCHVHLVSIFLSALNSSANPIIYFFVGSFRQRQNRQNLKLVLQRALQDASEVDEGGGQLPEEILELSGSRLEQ
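Material: MrgX1-expressing HEK293 cells / Dosing: compound as first of three additions / Incubation: overnight seeding, then 1 h dark dye loading / Signal: Fluo-4 NW calcium fluorescence / Evaluation: B-scored fluorescence response ratio / Benchmarks: positive and negative control wells on each plate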
MrgX1 allo act – human MrgX1 positive allosteric modulation, primary screen | Q96LB2 | MrgX1-HEK293, Fluo-4 calcium flux, FDSS; stronger effect = higher value | B-score at 10 µM | 310,000 compounds, 0.63% hits | AID 588675;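 active means plate-corrected calcium response at least 3 library SD above typical, normal starting fluorescence, not activating the receptor alone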;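 further: compound read alongside a low EC10 to EC30 dose of BAM8-22 agonist; peak minus trough fluorescence over baseline measured at the second addition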
ANO1 activ – mouse TMEM16A channel activation, primary screen. HEK293 TMEM16A/YFP-H148Q/I152L, iodide quench fluorescence; stronger effect = lower value. 340,000 compounds, 0.3% hits. AID 623877. B-score at 10 µM. Q8BHY3;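 active means fluorescence-ratio B-score plate-corrected deviation score at least 3 library SD below zero, with starting fluorescence score within 5 deviations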;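 further: channel opened by trigger with iodide after compound preincubation; score built on the fluorescence ratio of max minus min over baseline; more negative score means more quench and so TMEM16A activation or potentiation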
The depositor's hits bear a star; i = inactive; . = no result given.

# | SMILES | RGS4 block | hERG protect | MrgX1 ag | ANO1 activ | KCNK3 inh | TMEM16A inh | KCNQ1 act | KCNK9 inh | KCNQ1 inh | RGS4 act | MrgX1 allo act
1 | COc1cc(S(=O)(=O)N(Cc2ccco2)C2CCCC2)ccc1-n1cnnn1 | i | 2 | i | i | i | i | i | i | i | i | i
2 | COc1ccc(CCC(=O)NCCS(=O)(=O)N2CCN(c3ccccc3OC)CC2)cc1 | i | -22 | i | i | i | i | i | i | i | i | i
3 | CC(C)c1ccc(NC2CCCN(C(=O)c3ccccc3-c3ncc[nH]3)C2)cc1 (centres undefined) | i | -9 | i | i | i | i | i | i | i | i | i
4 | O=C(NNC(=O)c1ccc(NC(=O)c2ccccc2)cc1)Nc1ccccc1 | i | 0 | i | i | i | i | i | i | i | i | i
5 | O=C(COc1ccccc1Cl)Nc1ccc2c(c1)OCCO2 | i | -7 | i | i | i | i | i | i | i | i | i
6 | CCC1(c2ccc(F)cc2)NC(=O)N(CC(=O)NC2CC2)C1=O (centres undefined) | i | -12 | i | i | i | i | i | i | i | i | i
7 | COc1ccc(-c2cc(C(F)(F)F)nc(SCC(=O)Nc3sc4c(c3C#N)CCC4)n2)cc1 | i | -5 | i | i | i | i | i | i | i | i | i
8 | Cc1cccc(C2CC(c3ccccc3)Nc3nc(N)nn32)c1 (centres undefined) | i | -9 | i | i | i | i | i | i | i | i | i
9 | Cc1ccccc1CCN(C(=O)Cn1nnc2ccccc21)C(C(=O)NCC1CCCO1)c1nc2ccccc2n1C (centres undefined) | i | -1 | i | i | i | i | i | i | i | i | i
10 | C=CCN(C(=O)CNS(=O)(=O)c1ccccc1)C(C(=O)NCCOC)c1ccncc1 (centres undefined) | i | -2 | i | i | i | i | i | i | i | i | i
11 | O=C(NCC(=O)N(c1ccccc1)C(C(=O)NC1CCCC1)c1cccnc1)c1cccs1 (centres undefined) | i | -9 | i | i | i | i | i | i | i | i | i
12 | Cn1cc(Cl)c(C(=O)Nc2nc3ccccc3s2)n1 | i | -4 | i | i | i | i | i | i | i | i | i
13 | Cc1oc2c(c1C(=O)Nc1cccc(C(=O)O)c1)CCCC2 | i | -5 | i | i | i | i | i | i | i | i | i
14 | O=c1c2c3c(sc2nc2sc(C4CC4)nn12)CCCC3 | i | -4 | i | i | i | 25* | i | i | i | i | i
15 | CC(C)Oc1ccc(CNC(=O)Cn2c(=O)oc3ccccc32)cc1 | i | 1 | i | i | i | i | i | i | i | i | i
16 | COc1ccc(NS(=O)(=O)/C=C/c2ccccc2)cc1 | i | -10 | i | i | i | i | i | i | i | i | i
17 | Cc1cccc(OCC(=O)Nc2ccc3oc(=O)ccc3c2)c1 | i | -4 | i | i | i | i | i | i | i | i | i
18 | Cn1c2ccccc2c(=O)c2c(=O)n(C3CCCCCC3)c(C3CCCCC3)nc21 | i | -7 | . | i | i | . | i | i | i | i | .
19 | Cc1nc2cc(-c3ccc(Cl)cc3)nn2c(C)c1CCC(=O)NC(C)c1ccc2c(c1)OCCO2 (centres undefined) | i | -13 | i | i | i | i | i | i | i | i | i
20 | COc1ccccc1NC(=O)c1cc(C)nc2ccccc12 | i | -12 | i | i | i | i | i | i | i | i | i
21 | COCCCNC(=O)C1CC(=O)N(C2CCCC2)C1 (centres undefined) | i | -3 | i | i | i | i | i | i | i | i | i
22 | CCn1c(CNS(=O)(=O)c2ccc(Cl)cc2)n[nH]c1=S | i | -5 | i | i | i | i | i | i | i | i | i
23 | COc1ccccc1Nc1n[nH]c(=S)s1 | i | -4 | i | i | i | i | i | i | i | i | i
24 | Oc1ccc(/C=N/N(c2ccccc2)c2ccccc2)cc1O | i | -15 | i | i | i | i | i | i | 6* | i | i
25 | CCCC(=O)Nc1nc(C(=O)OCC)cs1 | i | 1 | i | i | i | i | i | i | i | i | i
26 | Cc1cc2[nH]c(=S)[nH]c2cc1C | i | -11 | i | i | i | i | i | i | i | i | i
27 | O=C(COc1ccc(-n2cnnn2)cc1)N1CCN(c2ccc(F)cc2)CC1 | i | -17 | i | i | i | i | i | i | i | i | i
28 | Cc1ccc2c(N)c(C(=O)c3ccccc3)sc2n1 | i | -7 | i | i | i | i | i | i | i | i | i
29 | CC(=O)c1ccc(NC(=O)C(C)OC(=O)c2ccc3c(c2)nc(C)n3-c2ccccc2)cc1 (centres undefined) | i | -14 | i | i | i | i | i | i | i | i | i
30 | CCOC(=O)/C(=C\C=C\N1CCOCC1)C(C)=O | i | -2 | i | i | i | i | i | i | i | i | i
31 | COc1ccc(NC(=O)COc2ccc(S(=O)(=O)N3CCOCC3)cc2C)cc1OC | i | -8 | i | i | i | i | i | i | i | i | i
32 | COc1ccc(C2C=C(c3ccccc3)Nc3nc(CCCO)nn32)cc1 (centres undefined) | i | -14 | i | . | . | i | i | i | i | i | i
33 | OCCCNc1nc(-c2ccc(Cl)cc2)nnc1-c1ccc(Br)cc1 | i | -6 | i | i | i | i | i | i | i | i | i
34 | O=C(NCC(=O)N(c1ccc(Cl)cc1)C(C(=O)NC1CCCC1)c1ccncc1)c1ccco1 (centres undefined) | i | -9 | i | i | i | i | i | i | i | i | i
35 | CC(C)CCOCC(=O)Nc1cccc(C(=O)O)c1 | i | -5 | i | i | i | i | i | i | i | i | i
36 | CN(C)S(=O)(=O)c1ccc(Cl)c(C(=O)Nc2cccc3ncccc23)c1 | i | -5 | i | i | i | i | i | i | i | i | i
37 | Cc1ccc2nc(-c3ccc(NC(=O)COC(=O)c4ccc(Br)o4)cc3)sc2c1 | . | . | i | i | i | i | . | . | . | . | i
38 | N#Cc1cnn2ccc(-c3cc(N4CCOCC4)ccc3[N+](=O)[O-])nc12 | i | -10 | i | i | i | i | i | i | i | i | i
39 | COc1cccc(NC(=O)C2C3CC4OC(=O)C2C4C3)c1 (centres undefined) | i | -4 | i | i | i | i | i | i | i | i | i
40 | O=C(NCC(O)CO)c1ccc2[nH]c3ccccc3c2c1 (centres undefined) | i | -14 | i | i | i | i | i | i | i | i | i
41 | COC(=O)c1cc(NC(=O)CC2SCCNC2=O)cc(C(=O)OC)c1 (centres undefined) | i | -7 | i | i | i | i | i | i | i | i | i
42 | Cc1ccc(NC(=S)N2CCCC2)cc1Cl | i | -10 | i | i | i | i | i | i | i | i | i
43 | CCn1nnc2sc3c(c2c1=O)CCC(C)C3 (centres undefined) | i | -5 | i | i | i | i | i | i | i | i | i
44 | CCOC(=O)N/N=C/c1ccc(OCCSc2ccc(Cl)cc2)c(OCC)c1 | i | -10 | i | i | i | i | i | i | i | i | i
45 | Cc1ccc(S(=O)(=O)NC2=NCN(C)CN2)cc1[N+](=O)[O-] | i | -7 | i | i | i | i | i | i | i | i | i
46 | O=C(CSc1ncn[nH]1)NCc1ccc2c(c1)OCO2 | i | 1 | i | i | i | i | i | i | i | i | i
47 | CCc1nn(C(C)C(=O)N2CCN(c3ccccc3)CC2)c(=O)c2cc3occc3n12 (centres undefined) | i | -10 | i | i | i | i | i | i | i | i | i
48 | COc1cccc(-c2nnc(SCC(=O)N(C(C)C)C(C)C)o2)c1 | i | -16 | i | i | i | i | i | i | i | i | i
49 | Cc1ccc(CS(=O)(=O)Cc2ccc(C(=O)NCc3ccco3)o2)cc1 | i | -5 | i | i | i | i | i | i | i | i | i
50 | CS(=O)(=O)c1sc(C(=O)NC(=S)Nc2ccc(OC(F)(F)F)cc2)c2c1C=CCC2 | i | 6.5* | i | i | i | i | 11* | i | i | i | i
51 | Cc1cc(C(=O)COC(=O)c2n[nH]c3ccccc23)c(C)n1C | i | -6 | i | i | i | i | i | i | i | i | i
52 | CN(CCCNC(=O)CSc1cc(=O)n(C)c2cc(Cl)ccc12)Cc1ccccc1 | i | -10 | i | i | i | i | i | i | i | i | i
53 | O=C(CSc1cccc[n+]1[O-])NC1CCCCCCC1 | i | -3 | i | i | i | i | i | i | i | i | i
54 | CCN(CCO)Cc1cc(=O)oc2cc3c(cc12)CCC3 | i | -7 | i | i | i | i | i | i | i | i | i
55 | CCOc1cc(CNCc2ccccn2)ccc1OCC(=O)NC1CCCCC1 | i | -10 | i | i | i | i | i | i | i | i | i
56 | CCn1c(COc2ccccc2OC)nnc1SCC(=O)NC1CCCC1 | i | -9 | i | i | i | i | i | i | i | i | i
57 | O=C(Cc1ccc(F)cc1)NCCS(=O)(=O)N1CCN(c2cccc(Cl)c2)CC1 | i | -9 | i | i | i | i | i | i | i | i | i
58 | CSc1nnc2ccc(-c3ccc(C)cc3)nn12 | i | -5 | i | i | i | i | i | i | i | i | i
59 | CCC(=O)c1ccc(OCC(O)CN2CCCCC2)cc1 (centres undefined) | i | -6 | i | i | i | i | i | i | i | i | i
60 | O=C(CCl)Oc1ccc2occ(C(=O)c3cccs3)c2c1 | i | -10 | i | i | i | i | i | i | i | i | i

Following part.
# | SMILES | RGS4 block | hERG protect | MrgX1 ag | ANO1 activ | KCNK3 inh | TMEM16A inh | KCNQ1 act | KCNK9 inh | KCNQ1 inh | RGS4 act | MrgX1 allo act
61 | NC(=O)COC(=O)CSc1ccc2ccccc2c1 | i | -6 | i | i | i | i | i | i | i | i | i
62 | CCCCCCCCC(=O)NCCOc1ccc(OC)cc1 | i | -6 | i | i | i | i | i | i | i | i | i
63 | Cc1ccccc1C1CCCN(Cc2nc(C3CC3)no2)C1 (centres undefined) | i | -7 | i | i | i | i | i | i | i | i | i
64 | Cc1ccc(-n2cc(CNCCN3CCOC3=O)c(-c3cccc(C)c3)n2)cc1 | i | -13 | i | i | i | i | i | i | i | i | i
65 | O=C(CSc1nc(C2CC2)nc2ccccc12)N1CCCCC1 | i | -7 | i | i | i | i | i | i | i | i | i
66 | CCC(CC)N1CCN(C(=O)c2cc(OC)c(OC)c(OC)c2)CC1 | i | -8 | i | i | i | i | i | i | i | i | i
67 | O=C(CCS(=O)(=O)Cc1ccccc1)NCc1ccco1 | i | 2 | i | i | i | i | i | i | i | i | i
68 | C=CCOC(=O)C1=C(C)NC(SCC(=O)NC(=O)OCC)=C(C#N)C1c1cccnc1 (centres undefined) | i | -16 | i | i | i | i | i | i | i | i | i
